# MOR-DOR ag: agonists of OPRM1-OPRD1 heterodimerization, primary screen, cell-based, luminescence; cells; 340,000 tested, 0.3% active; activation, % at 9.3 µM; AID 504326, 2011; in the data active means activation above about 18%;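 further: 0% = vehicle-treated cells and 100% = reference agonist; values of inactives mirror those of a sister screen read the other way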
# OPRM1-OPRD1 inv: inverse agonists of MOR-DOR heterodimerization, primary screen, cell-based, luminescence; Mu-type opioid receptor (Homo sapiens) + Delta-type opioid receptor (Homo sapiens), …; cell-based MOR-DOR heterodimer luminescence, inverse agonism; inhibition, % at 9.3 µM; 340,000 tested, 0.21% active; in the data active means inhibition above about 22%, passing the limit was not always enough;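 further: 0% = cells with DMSO and 100% = wells without cells with DMSO; values of inactives mirror those of a sister screen read the other way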
# phage Ecoli inh: growth loss of phage-infected E. coli, primary screen, RecBCD inhibitor project, absorbance, with phage, HTS. inhibition, % at 11.9 µM. 360,000 tested, 0.26% active; in the data active means inhibition above about 11%
# PKA-R1A activ: activators of PKA-R1A holoenzyme, primary screen, biochemical, fluorescence polarization, Cy5-IP20, bovine R1A, mouse PKAc | cAMP-dependent protein kinase type I-alpha regulatory subunit (Bos taurus) + … | PKA-R1A dissociation; scaled: DMSO 0%, 113 µM cGMP 100% | activation, % at 11.4 µM | 340,000 tested, 0.083% active;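 active means percent activation above the mean of all tested compounds plus 3 SD, cut at about 19% in these data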;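 further: higher means more PKAc released from R1A so a rise in polarization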
# SUMO Mot1 rescue: yeast Mot1-301 growth rescue at high temperature, primary screen, SUMOylation pathway inhibitor project, S. cerevisiae, ATP luminescence, 38.5C | S. cerevisiae Mot1-301 growth rescue; percent above DMSO median, 100 means doubled | growth rescue, % at 18.8 µM | 320,000 tested, 1% active | AID 2716, 2010;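 active means every valid replicate shows activation above 250% relative to neutral control wells; inactive means the rest, any valid replicate at or below 250%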;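 further: OY570 slx delta 5 strain wells were the positive control but not used for scaling; some compounds called inactive have numbers as strong as hits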
# AddAB inh: growth inhibition of E. coli expressing H. pylori AddAB, primary screen, AddAB inhibitor project, absorbance; AID 435030, 2010; inhibition, % at 11.9 µM; 330,000 tested, 0.29% active; in the data active means inhibition above about 12%;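 further: 0% = vehicle wells of infected cells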
# PfHsp90 yeast 2: growth inhibition of PfHsp90-expressing yeast, primary screen, antimalarial PfHsp90 inhibitor project, S. cerevisiae, BacTiter-Glo luminescence, single point, set 2 | BacTiter-Glo ATP, 48 h; yeast lacking PDR1 and PDR3 efflux regulators | inhibition, % at 9.4 µM | 310,000 tested, 0.32% active | AID 504621, 2011;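 active means every replicate shows inhibition above about 80%, whatever the replicate mean, limit read from the data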;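 further: 0% = DMSO neutral controls and 100% = 20 µM radicicol positive controls; yeast relying on Plasmodium falciparum Hsp90 in place of its own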
# Ecoli viability: E. coli V3065 growth inhibition, primary screen, counter-screen for AddAB inhibitor project, absorbance, OD600 | inhibition, % at 11.9 µM | 330,000 tested, 0.27% active | 18 h;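 active means inhibition above the campaign's mean inhibition across all tested compounds plus 3 SD, cut at about 9.9% in these data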;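 further: uninfected addAB+ strain grown without phage in ampicillin broth; 0% = DMSO wells and 100% = ciprofloxacin 0.95 µg/ml wells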
# PKA-R2B act: activators of PKA-R2B holoenzyme, primary screen, biochemical, fluorescence polarization, Cy5-IP20, human; cAMP-dependent protein kinase catalytic subunit beta (Homo sapiens) + cAMP-dependent …; PKA-R2B holoenzyme dissociation; R2B truncated from residue 108, S112A mutant; 0% DMSO only, 100% 113 µM cGMP; activation, % at 11.4 µM; 340,000 tested, 0.079% active;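 active means activation above a cutoff set at the mean over all compounds plus 3 SD, cut at about 18% in these data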;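 further: higher means more holoenzyme dissociation and a rise in polarization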
# Target sequence (P31323 whole entry, looked up, other chains not shown, the tested form may be a part): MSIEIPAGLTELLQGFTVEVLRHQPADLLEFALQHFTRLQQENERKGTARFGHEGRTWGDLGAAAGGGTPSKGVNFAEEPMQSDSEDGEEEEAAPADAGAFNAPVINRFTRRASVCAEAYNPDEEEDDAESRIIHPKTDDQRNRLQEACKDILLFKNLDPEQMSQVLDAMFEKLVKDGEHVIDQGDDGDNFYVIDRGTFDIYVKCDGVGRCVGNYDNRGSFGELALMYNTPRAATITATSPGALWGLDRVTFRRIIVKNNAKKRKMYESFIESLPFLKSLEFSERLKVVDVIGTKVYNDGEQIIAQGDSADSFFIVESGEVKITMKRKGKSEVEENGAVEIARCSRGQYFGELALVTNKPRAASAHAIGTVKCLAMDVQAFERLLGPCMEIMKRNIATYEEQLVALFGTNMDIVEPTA
# HTR5A inv ag: HTR5A inverse agonists in luminescence cell assay, primary screen, counter-screen for OPRM1-OPRD1 heterodimer inverse agonist project, full-deck HTS; 340,000 tested, 0.083% active; inhibition, % at 9.3 µM; HTR5A cell line, inverse agonism; in the data active means inhibition mostly above about 23%, no sharp cut-off; inactive means mostly below about 18%;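 further: 0% = cells with DMSO and 100% = no-cell wells with DMSO; some compounds called inactive have numbers as strong as hits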
# Target sequence (P47898 whole entry, looked up): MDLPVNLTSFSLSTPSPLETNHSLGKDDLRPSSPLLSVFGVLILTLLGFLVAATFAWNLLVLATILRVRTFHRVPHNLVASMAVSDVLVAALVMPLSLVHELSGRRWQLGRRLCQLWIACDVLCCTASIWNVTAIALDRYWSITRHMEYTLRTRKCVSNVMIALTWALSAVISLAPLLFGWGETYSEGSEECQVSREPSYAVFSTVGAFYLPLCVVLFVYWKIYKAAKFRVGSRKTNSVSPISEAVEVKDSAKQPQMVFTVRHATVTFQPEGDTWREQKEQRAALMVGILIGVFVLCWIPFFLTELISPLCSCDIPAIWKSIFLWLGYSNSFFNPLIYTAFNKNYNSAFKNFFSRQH
# Tat transport: E. coli Tat export inhibitors, primary screen, MC4100, TorA-mCherry reporter, fluorescence, single point; inhibition, % at 10 µM; 340,000 tested, 0.036% active;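 active means mean replicate inhibition at least 50% and at least half of replicates individually reaching 50%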;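 further: exported cargo escapes ClpAP degradation while cytoplasmic cargo is degraded and loses fluorescence; 0% = median of neutral control wells and 100% = median of NaSCN control wells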
# Active calls of the source: *; nt = no result given.
SMILES,MOR-DOR ag,OPRM1-OPRD1 inv,phage Ecoli inh,PKA-R1A activ,SUMO Mot1 rescue,AddAB inh,PfHsp90 yeast 2,Ecoli viability,PKA-R2B act,HTR5A inv ag,Tat transport
CN(C)CCCNCCCNC(=O)c1ccncc1,1.1,-5,1.7,-4,-12,1.4,nt,0.4,-3,5,-8
CCc1nc(C)cn1S(=O)(=O)c1cc(F)ccc1OC,-1.1,6,5.3,-8,-1,1.2,-14,-0.4,-3,16,8
Clc1ccc(Cn2nnc(-c3ccccc3)n2)cc1,4.8,-27,2.5,-3,-11,0.5,11,0.6,-4,0,9
Nn1c(COc2cccc(Cl)c2)nc2ccccc2c1=O,1.2,-6,0.7,8,-22,2.3,12,2.5,6,6,23
CCOc1ccc(NC(=O)c2ccccn2)cc1,-0.1,1,4.4,-11,-14,0.7,-69,-1.0,-6,-10,0
O=C1NC(c2ccccc2)N=C2Oc3ccccc3C=C12 (centres undefined),2.1,-9,1.9,7,nt,nt,-19,nt,7,4,-3
CC(=O)Nc1nonc1-n1nnc(C(=O)NCc2ccccc2)c1C,-4.5,20,1.4,1,0,5.8,nt,0.8,-2,-12,-7
COc1ccc(-c2cc(C(F)(F)F)nc(SCC(=O)Nc3ccc4c(c3)OCO4)n2)cc1,-1.2,5,1.5,-5,7,1.9,-4,0.2,-14,-19,-7
Cc1ccc(CN2CCN(/N=C/c3ccc(C(=O)O)cc3)CC2)c(C)c1,-1.4,8,3.9,2,4,1.9,-5,0.0,0,-1,0
C/C(N)=C(/C#N)C(=O)COC(=O)C1CCN(C(=O)c2ccc(Cl)cc2)CC1,1.9,-9,1.2,-6,18,0.2,-14,-2.7,7,-7,4
CCOC(=O)c1sc(N/N=C/c2cccc(C)c2)nc1C,3.2,-18,2.1,6,7,-2.9,-19,0.5,-1,-2,-2
COC(=O)C1CCN(C(=O)COC(=O)c2ccc3[nH]c4c(c3c2)CCCC4)CC1,1.1,-7,1.9,-3,89,-0.3,-19,-0.4,-10,-10,-2
O=C(NCCCNCCCNC(=O)c1ccc(/C=N/O)nc1)c1ccc(/C=N/O)nc1,-2.8,14,10,8,-16,19*,-16,12*,-1,-10,5
COc1ccc(CCNC(=O)COC(=O)C2COc3ccccc3O2)cc1 (centres undefined),-0.3,1,-0.1,7,-1,0.8,9,-1.2,-3,-4,-2
Cc1ccc(-n2ccnc2SCC(=O)N(CC(C)C)C2CCS(=O)(=O)C2)c(C)c1 (centres undefined),-4.2,23,5.6,-13,29,3.3,nt,-0.4,-11,-13,-1
O=C(c1ccc(Br)cc1)c1sc(N2CCOCC2)nc1-c1ccccc1,1.5,-8,0.0,-8,36,-0.7,nt,1.8,-3,10,5
COc1ccc(S(=O)(=O)N2CCOCC2)cc1C(=O)N1CCCCC1,-0.7,4,1.5,-6,273,-0.2,4,1.3,-13,4,8
Cc1ccc(-c2n[nH]c(=O)c3ccccc23)c(C)c1,0.5,-3,3.1,-7,358,3.3,29,-3.0,-12,-24,8
Cc1cc2c(cc1S(=O)(=O)N1CCN(c3ccccc3)CC1)OCC(=O)N2,-1.8,10,4.2,-1,1,0.5,-11,0.8,1,-5,-4
O=C(CNC(=O)c1ccc2c(c1)OCCO2)N/N=C/c1cccc(Br)c1,0.0,0,1.4,1,7,3.0,-4,-1.4,-9,4,-14

# In a second layout: results already given.
Compound	MOR-DOR ag	OPRM1-OPRD1 inv	phage Ecoli inh	PKA-R1A activ	SUMO Mot1 rescue	AddAB inh	PfHsp90 yeast 2	Ecoli viability	PKA-R2B act	HTR5A inv ag	Tat transport
CN(C)CCCNCCCNC(=O)c1ccncc1	1.1	-5	1.7	-4	-12	1.4	nt	0.4	-3	5	-8
CCc1nc(C)cn1S(=O)(=O)c1cc(F)ccc1OC	-1.1	6	5.3	-8	-1	1.2	-14	-0.4	-3	16	8
Clc1ccc(Cn2nnc(-c3ccccc3)n2)cc1	4.8	-27	2.5	-3	-11	0.5	11	0.6	-4	0	9
Nn1c(COc2cccc(Cl)c2)nc2ccccc2c1=O	1.2	-6	0.7	8	-22	2.3	12	2.5	6	6	23

# More records follow.
SMILES,MOR-DOR ag,OPRM1-OPRD1 inv,phage Ecoli inh,PKA-R1A activ,SUMO Mot1 rescue,AddAB inh,PfHsp90 yeast 2,Ecoli viability,PKA-R2B act,HTR5A inv ag,Tat transport
COc1ccc(OCCNS(=O)(=O)Cc2ccccc2)cc1,-1.0,6,3.1,-9,-21,3.0,5,2.3,2,-26,-7
CC(C)CCC(CCN1CCOCC1)c1ccc2c(c1)OCO2 (centres undefined),5.6,-30,0.2,0,5,4.1,4,-1.4,-11,-7,10
Cc1ccc(C)c(C(=O)Nc2c(C(N)=O)oc3ccccc23)c1,-1.2,7,1.3,3,-7,1.6,7,0.7,4,-18,-6
O=C(c1c[nH]c2ccc(S(=O)(=O)N3CCC4(CC3)OCCO4)cc2c1=O)N1CCOCC1,-2.0,10,1.9,8,nt,nt,-3,nt,0,0,13
Cc1ccc(Cn2cccc2/C=N/NC(=S)Nc2ccc(C)cc2)cc1,5.2,-25,3.0,-2,7,0.5,-17,-0.7,9,4,-3
COc1ccc2cc(C(=O)Nc3ccc(S(N)(=O)=O)cc3)sc(=O)c2c1OC,-1.8,9,3.7,-3,195,0.2,-4,-2.8,10,11,-4
Cc1nc(/C(N)=N/OC(=O)Cc2ccccc2)no1,-2.5,13,4.0,-4,18,6.0,-91,4.4,8,13,2
CCOc1ccc(NC2CCCCC2NS(=O)(=O)c2ccccc2)cc1 (centres undefined),-0.6,3,1.9,1,4,4.2,10,0.5,-4,20,-2
Cn1cnc([N+](=O)[O-])c1N=C(N)N,-1.4,7,2.3,3,15,-1.6,-2,-1.8,11,-9,-13
CC(C)CCNC1=CC(=O)CC(c2ccccc2)C1 (centres undefined),-1.2,7,1.3,-1,17,1.9,24,0.8,-6,2,-2
CCc1nc(Nc2ccc(NC(C)=O)cc2)c2oc3ccccc3c2n1,-0.5,2,-0.7,-8,-6,-1.4,-1,-2.6,-8,12,-4
CC(C)(C)c1ccc(OCc2ccc(C(=O)N/N=C3\CC4CC=CC34)cc2)cc1 (centres undefined),2.6,-14,2.3,-14,-14,1.1,-3,0.8,-2,15,6
COC(=O)c1cn(CC(=O)NC2CCCCCC2)c2ccccc12,1.4,-8,2.7,7,-10,1.9,0,-0.2,12,-11,-4
Nc1nc(-c2ccccc2)c(C(=O)Nc2ccccc2)s1,0.9,-4,4.0,-5,0,3.0,-28,-0.2,-4,-27,30
Cc1ccc(-n2[nH]c(C)c(C=Nc3ccc4[nH]c(=O)[nH]c4c3)c2=O)cc1,5.6,-34,3.1,11,-22,1.4,9,-0.6,-5,-3,0
NC(=O)CN1C(=O)C(=O)N(Cc2cccc(Cl)c2)C1=O,0.6,-3,-1.1,7,1,-2.5,-21,-1.1,-5,5,-2
Cc1nn(C(C)C(=O)NCCc2ccccc2)c(=O)c2cc3occc3n12 (centres undefined),-1.3,7,1.3,1,1,2.3,-6,-0.1,9,6,0
Cc1c(C(=O)O)sc2nc(SCC(=O)Nc3ccc(S(=O)(=O)NC(C)(C)C)cc3)[nH]c(=O)c12,-2.3,13,3.9,-11,-2,3.0,-2,-2.6,-2,-7,-10
O=C(Nc1ccc(OC(F)(F)F)cc1)c1cnccn1,-0.3,2,0.7,4,77,1.9,-9,0.6,-13,-22,-1
O=S(=O)(Nc1cccnc1)c1ccc(Cl)c(C(F)(F)F)c1,-0.3,2,3.5,3,-33,1.8,11,0.7,-2,2,1

# Brought forward from above: 4 compounds, followed by the next part.
SMILES,MOR-DOR ag,OPRM1-OPRD1 inv,phage Ecoli inh,PKA-R1A activ,SUMO Mot1 rescue,AddAB inh,PfHsp90 yeast 2,Ecoli viability,PKA-R2B act,HTR5A inv ag,Tat transport
Cc1nn(C(C)C(=O)NCCc2ccccc2)c(=O)c2cc3occc3n12 (centres undefined),-1.3,7,1.3,1,1,2.3,-6,-0.1,9,6,0
Cc1c(C(=O)O)sc2nc(SCC(=O)Nc3ccc(S(=O)(=O)NC(C)(C)C)cc3)[nH]c(=O)c12,-2.3,13,3.9,-11,-2,3.0,-2,-2.6,-2,-7,-10
O=C(Nc1ccc(OC(F)(F)F)cc1)c1cnccn1,-0.3,2,0.7,4,77,1.9,-9,0.6,-13,-22,-1
O=S(=O)(Nc1cccnc1)c1ccc(Cl)c(C(F)(F)F)c1,-0.3,2,3.5,3,-33,1.8,11,0.7,-2,2,1
Cc1ccc(N=C2NC(=O)/C(=C\c3ccc(C)s3)S2)cc1,-1.6,8,5.0,-6,-5,-0.5,8,-0.6,-8,-18,-2
Cc1ccc(CNC(=O)CCCNS(=O)(=O)c2cccc3nonc23)cc1,-2.9,16,2.0,-6,671,0.8,nt,0.7,-4,-1,-2
CCN(CCn1cccn1)C(=O)CC1C(=O)NCCN1Cc1ccc(OC)c(OC)c1 (centres undefined),0.4,-3,5.5,-12,10,-2.2,nt,-3.7,-2,-4,-2
Cc1ccccc1NC(=O)CC1SC(=NC2CCCCC2)NC1=O (centres undefined),-3.2,14,1.6,2,16,2.5,-23,1.3,-4,-12,2
COc1ccc(S(=O)(=O)Nc2cc3c4c(c2)C(C)C(=O)N4CCC3)cc1OC (centres undefined),2.8,-18,nt,-3,-26,1.6,nt,-2.1,-6,2,6
O=C(Oc1ccc(NC2=C(Cl)C(=O)c3ccccc3C2=O)cc1)c1ccc([N+](=O)[O-])cc1,5.7,-39,nt,-3,nt,nt,10,nt,0,1,4
CC(OC(=O)c1ccccc1Nc1ccc(SC(F)F)cc1)C(N)=O (centres undefined),3.4,-17,1.3,-17,43,4.3,-13,1.8,-9,6,10
COc1ccc(S(=O)(=O)N2CCC(C(=O)NCCOc3ccccc3F)CC2)cc1OC,-1.6,6,1.3,-12,-13,0.0,4,-2.5,-4,-16,-11
Cn1c(=O)[nH]c(=O)c2c1nc(Br)n2CCSc1nnnn1-c1ccccc1,-0.7,4,0.5,11,88,0.9,17,1.2,2,-11,-6
CCN(CC)CCN1C(=O)c2oc3ccccc3c(=O)c2C1c1cccc(Br)c1 (centres undefined),-0.6,3,1.3,-6,301,-1.9,23,2.5,-6,-1,-2
Cc1cccc(C)c1NC(=O)N1CCCCCCC1,-1.8,10,2.9,-11,4,-1.9,7,-1.9,-16,14,-1
